Screening data from PubChem BioAssay.
ASK1 inh: ASK1 kinase inhibitors, primary screen, biochemical, AlphaScreen | actives 0.99% (n = 22,000) | Mitogen-activated protein kinase kinase kinase 5 (Homo sapiens), Q99683 | AlphaScreen MKK6 phosphorylation by ASK1, luminescence | inhibition, % at 7.44 µM; in the data active = inhibition above about 35%;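 also: 0% = median of compound wells and 100% = no enzyme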
Target sequence (Q99683 whole entry, looked up): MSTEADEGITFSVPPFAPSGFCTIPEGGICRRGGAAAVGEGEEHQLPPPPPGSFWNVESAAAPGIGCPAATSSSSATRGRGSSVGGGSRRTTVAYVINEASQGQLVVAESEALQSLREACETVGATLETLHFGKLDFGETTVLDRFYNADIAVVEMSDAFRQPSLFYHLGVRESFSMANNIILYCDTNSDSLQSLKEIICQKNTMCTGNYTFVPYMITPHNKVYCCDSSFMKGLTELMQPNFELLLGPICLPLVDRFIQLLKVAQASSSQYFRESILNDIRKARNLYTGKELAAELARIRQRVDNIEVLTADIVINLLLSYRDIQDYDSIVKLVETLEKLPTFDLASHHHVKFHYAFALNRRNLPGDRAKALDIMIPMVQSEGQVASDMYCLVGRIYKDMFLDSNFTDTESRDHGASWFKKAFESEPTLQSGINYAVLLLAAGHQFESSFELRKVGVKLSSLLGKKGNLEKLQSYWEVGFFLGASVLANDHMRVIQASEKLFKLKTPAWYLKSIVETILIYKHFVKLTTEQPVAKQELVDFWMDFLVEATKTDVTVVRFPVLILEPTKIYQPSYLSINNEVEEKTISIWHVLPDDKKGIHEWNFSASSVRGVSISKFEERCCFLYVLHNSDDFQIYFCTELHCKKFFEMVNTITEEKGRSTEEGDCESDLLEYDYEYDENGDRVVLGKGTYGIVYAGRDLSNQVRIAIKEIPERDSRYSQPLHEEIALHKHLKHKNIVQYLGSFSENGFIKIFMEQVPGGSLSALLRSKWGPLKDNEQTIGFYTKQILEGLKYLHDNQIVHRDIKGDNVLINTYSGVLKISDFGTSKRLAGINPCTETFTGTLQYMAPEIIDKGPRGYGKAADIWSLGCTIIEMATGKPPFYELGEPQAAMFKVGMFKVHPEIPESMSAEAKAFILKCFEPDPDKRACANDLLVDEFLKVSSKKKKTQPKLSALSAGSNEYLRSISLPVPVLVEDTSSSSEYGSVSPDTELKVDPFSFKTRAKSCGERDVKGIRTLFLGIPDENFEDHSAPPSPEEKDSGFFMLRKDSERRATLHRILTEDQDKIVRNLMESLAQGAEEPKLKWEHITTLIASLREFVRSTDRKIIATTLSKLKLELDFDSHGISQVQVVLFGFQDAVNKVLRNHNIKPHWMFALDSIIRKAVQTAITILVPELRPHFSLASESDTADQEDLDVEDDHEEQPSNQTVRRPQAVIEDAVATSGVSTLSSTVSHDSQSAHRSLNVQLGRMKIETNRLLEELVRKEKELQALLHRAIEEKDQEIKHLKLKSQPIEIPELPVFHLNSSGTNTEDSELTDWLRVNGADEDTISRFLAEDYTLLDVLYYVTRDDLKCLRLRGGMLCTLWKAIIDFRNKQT
ULK1 primary: ULK1 kinase inhibitors, primary screen, biochemical, AlphaScreen; Serine/threonine-protein kinase ULK1 (Homo sapiens), O75385; AlphaScreen Atg13 phosphorylation by ULK1, luminescence; inhibition, % at 5.96 µM; actives 1.9% (n = 30,000); AID 1259251, 2017; in the data active = inhibition above about 43%;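 also: 0% = median of compound wells and 100% = no enzyme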
The depositor's hits bear a star; · = not tested or not shown; & = joins results of further samples.

SMILES	ASK1 inh	ULK1 primary
COc1cc2nc(NC3CCN(Cc4ccccc4)CC3)nc(NCc3cccc(C(F)(F)F)c3)c2cc1OC	8	-1
Cc1ccc(-c2ncn(-c3ccc(Nc4ncc5ccc(-c6cnn(C)c6)cc5n4)cc3)n2)cn1	17	1
CC(=O)Nc1ccc(OCCOCCOc2ccc(NC(C)=O)cc2)cc1	·	-9
CCCNc1nc(NCc2ccc3c(c2)OCO3)nc2c1ncn2Cc1ccc(C(F)(F)F)cc1	-2	1
NC(=O)c1cccc(Nc2ccccc2)c1	-3	-9
CS(=O)(=O)c1ccc(N2CCN(CCO)CC2)cc1	·	1
O=c1[nH]cnc2c1ncn2[C@@H]1O[C@H](CO)[C@@H](O)[C@H]1O	·	1
OCC1CCCN1c1nc(NC2CC2)c2ncn(-c3ccsc3)c2n1 (stereo unspecified)	-17	-5
CN1CCN(C(=O)c2ccc(-c3nc(C(=O)NCc4ccccc4)cs3)cc2)CC1	4	6
CCNc1nc(NCc2cccnc2)c2[nH]cnc2n1	8	1

An excerpt from above in order of number of heavy atoms, descending.
SMILES	ASK1 inh	ULK1 primary
CC(=O)Nc1ccc(OCCOCCOc2ccc(NC(C)=O)cc2)cc1	·	-9
OCC1CCCN1c1nc(NC2CC2)c2ncn(-c3ccsc3)c2n1 (stereo unspecified)	-17	-5
CCNc1nc(NCc2cccnc2)c2[nH]cnc2n1	8	1
CS(=O)(=O)c1ccc(N2CCN(CCO)CC2)cc1	·	1

New compounds follow.
SMILES	ASK1 inh	ULK1 primary
COc1ccc(/C=C(\C#N)C(=O)Nc2c(C)cccc2C)cc1	·	-1
NC(=O)c1ccnc(-c2ccc(C(=O)NC3CC3)cc2)c1	4	19
COc1ccc(-c2ncc(C(=O)Nc3ccc(N4CCOCC4)cc3)s2)cn1	15	-2
COc1cc(Nc2nc(Nc3nccc4ccccc34)nc3c2ncn3C(C)C)cc(OC)c1OC	-5	4
COc1ccc(-c2cc(NCCO)ncn2)cn1	-5	-2
FC(F)(F)c1ccc(Cn2cnc3c(NCCOc4ccccc4)nc(Nc4nccc5ccccc45)nc32)cc1	-14	4
CCNc1nc(NCCN(C(C)C)C(C)C)c2ncn(C(C)C)c2n1	-32	0
CCCCCC=CCC=CCCCCCCCC(=O)OCC	·	22
CCN1C(=O)C(C)(C)COc2ccc(NC(=O)c3cc(OC)c(OC)c(OC)c3)cc21	·	2
COc1ccc(CCNc2cc(C)nc(Nc3ncccn3)n2)cc1	3	1
COc1ccc(-c2nc(NCCCN3CCCC3=O)c3ncn(C(C)C)c3n2)cc1	9	17
CCCNC(=O)c1ccnc(Nc2ccccn2)c1	6	27
COc1cc(Nc2ncc(C)c(NC3CC3)n2)cc(OC)c1OC	20	65*
CCOc1ccc(-n2c(SCC(=O)N(C(C)C)C(C)C)nnc2-c2cccnc2)cc1	·	15
CN(CCO)CC(O)Cn1cnc2c1c(=O)n(C)c(=O)n2C (stereo unspecified) (tested in a mixture with another compound)	·	-10
O=C([C@H](O)c1ccccc1Cl)N1CCN(c2ccc3[nH]ncc3c2)CC1	5	-3
Nc1nc(Nc2ccc(N3CCOCC3)cc2)cc(Nc2ccncn2)n1	8	17
COc1ccc(-c2nc(C)cc(NCCN3CCOCC3)n2)cc1	-5	-3
C=C1CC(c2ccccc2)N(Cc2ccccc2)CC1(C)C (stereo unspecified)	6	6
Nc1cccc(-c2nc(NCCCN3CCCC3=O)c3ncn(C4CCCCC4)c3n2)c1	-8	-22
Cc1nc(NCc2ccco2)cc(-c2cncc(-c3ccccc3)c2)n1	·	-11
CCCn1cc(NC(=O)c2ccnc(-c3ccccc3O)c2)cn1	14	-5
CCN(CC)c1nc(NCc2cccc(C(F)(F)F)c2)nc(Nc2cnccn2)n1	9	-8
c1ccc2c(c1)OCC(c1cnc3cc(-c4cn[nH]c4)ccc3n1)O2 (stereo unspecified)	7	-1
COc1cc(Nc2nc(NCCc3ccc(O)cc3)c3ncn(C(C)C)c3n2)cc(OC)c1OC	19	-25
O=C(NCCOc1ccccc1)C1CCN(c2ccc(Nc3nccc4ccccc34)nn2)CC1	15	7
Cc1cnc(-c2ccc(N3CCOCC3)nc2)nc1N	8	15
COc1cc(NC(=O)c2cccc(-c3ccccc3)c2)cc(OC)c1OC	11	-3
NC(=O)c1ccc(-c2nc(NCc3nc4ccccc4[nH]3)c3ncn(Cc4ccc(C(F)(F)F)cc4)c3n2)cc1	4	-27
Cc1ccc2c(c1)CC(C(=O)Nc1ccc(-c3cn[nH]c3)cc1SCCN1CCOCC1)CO2 (stereo unspecified)	-1	-3
CC(=O)Nc1ccc(Nc2nc(-c3cccc(N)c3)nc3c2ncn3-c2ccccc2)cc1	0	-18
COc1cc(NC(=O)c2cccc(-c3ccccc3)n2)cc(OC)c1OC	9	-17
Cn1c(Nc2nc(NCCOc3ccccc3)c3ncn(C4CCCCC4)c3n2)nc2ccccc21	-1	52*
CC(C)n1c(Nc2cccc(N(C)C)c2)nc2c(NCCN3CCOCC3)ncnc21	-4	-2
CCC(=O)Nc1ccc(NC(=S)NC(=O)c2ccc(OC)cc2)cc1	·	3
Nc1ccc(S(N)(=O)=O)cc1	·	3
Cc1cccc(CC(=O)Nc2cnn(-c3cccc(C(=O)N4CCOCC4)c3)c2)c1	5	-9
COc1cccc(OC(=O)c2cccc(Cl)c2)c1C(N)=O	·	-2
CC(C)n1c(-c2ccc(N3CCN(C)CC3)cc2)nc2c(NCCN3CCOCC3)ncnc21	11	25
CC(C)N(CCNc1nc(N2CCOCC2)nc2c1ncn2C1CCCCC1)C(C)C	-1	-17
CCNC(=O)n1ccc(-c2c(C)nc3cc(C)ccn23)n1	·	30
COc1cccc(C(=O)Nc2nc3ccc(-c4ccncc4)cc3s2)c1	16	15
O=C1CCCN1CCCNc1nc2ncnc(NCCOc3ccccc3)c2[nH]1	-4	7
Cc1nc(C)n(-c2ccc(Nc3nccc(-c4cc(F)cc(-c5cn[nH]c5C)c4)n3)cc2)n1	36*	0
COc1ccc2c(c1)CC(C(=O)Nc1ccc(-c3cn[nH]c3C)cc1OCc1ccccn1)CO2 (stereo unspecified)	20	-27
NCCCC(O)(P(=O)(O)O)P(=O)(O)O	·	-13
CCOC(=O)N1CCN(C(c2ccc(F)cc2)c2c(O)cc(C)n(CC)c2=O)CC1 (stereo unspecified)	·	2
O=C1CCCN1CCCNc1nc(NC2CC2)c2ncn(C3CCCCC3)c2n1	4	-12
Nc1cccc(-c2ncc(C(=O)NC3CC3)s2)c1	4	23
CCCCNC(=O)c1ccc(OC)cc1OC	·	-1

(continued)
SMILES	ASK1 inh	ULK1 primary
CCN(CC)c1nc(NCCc2ccc(OC)cc2)nc(Nc2nccc3ccccc23)n1	-11	10
c1ccc2[nH]c(CNc3nc(Nc4ccc(N5CCOCC5)cc4)nc4c3ncn4C3CCCCC3)nc2c1	8	11
COc1ccc2c(c1)CC(C(=O)Nc1ccc(-c3nn[nH]n3)cc1)CO2 (stereo unspecified)	8	7
COc1cc(Nc2nc(Nc3ccc(N4CCOCC4)cc3)nc3c2ncn3-c2ccsc2)cc(OC)c1OC	14	-9
CCc1cnc2c(c1OC)c(=O)n(CC)c(=O)n2C	·	-12
CCc1nnc(-c2cc3ccccc3n2Cc2cccc(F)c2)o1	·	3
COc1ccc(CCNc2nc(NCc3ccc4c(c3)OCO4)nc3cc(OC)c(OC)cc23)cc1	6	2
COc1ccc(CCNc2nc(-c3ccc(OC)cc3)nc3c2ncn3-c2ccsc2)cc1	-1	5
Nc1nc(Nc2ccccc2)nc2c1ncn2Cc1ccc(C(F)(F)F)cc1	-4	-9
O=C(Nc1ccc2[nH]ncc2c1)[C@@H]1CC[C@H](NC(=O)[C@H](O)c2cccc(Cl)c2)C1	-4	17

Entries of single compounds, looked up by structure:
CCc1nnc(-c2cc3ccccc3n2Cc2cccc(F)c2)o1 is listed with ASK1 inh = ·; ULK1 primary = 3
COc1cc(Nc2nc(Nc3ccc(N4CCOCC4)cc3)nc3c2ncn3-c2ccsc2)cc(OC)c1OC is listed with ASK1 inh = 14; ULK1 primary = -9
CCc1cnc2c(c1OC)c(=O)n(CC)c(=O)n2C is listed with ASK1 inh = ·; ULK1 primary = -12

Additional structures
SMILES	ASK1 inh	ULK1 primary
O=C1CCCN1CCn1cnc2c(Nc3ccccc3)nc(Nc3nccc4ccccc34)nc21	-14	2
Cc1cnc(Nc2ccccc2)nc1NCCOc1ccccc1	3	15
CC(C)c1ccc2oc3nc(N)c(C(=O)O)cc3c(=O)c2c1	·	-4
N#C/C(=C/Nc1cccc2ccccc12)c1nc2ccccc2o1	·	2
OCC1CCCN1c1nc2ncnc(Nc3ccc4c(c3)OCO4)c2[nH]1 (stereo unspecified)	2	29
O=C(CSCC(=O)Nc1cccc(C(F)(F)F)c1)Nc1cccc(C(F)(F)F)c1	·	-4
CC(C)N(CCNc1nc(N2CCc3ccccc3C2)nc2c1ncn2C(C)C)C(C)C	-3	8
CCOc1ccc2ccc(OCC)c(/C=C(\C#N)C(=O)NCc3ccco3)c2c1	·	24
CCCNc1nc(NCC)nc2c1ncn2CCN1CCCC1=O	-4	-7
COc1ccc(CCNc2ncnc3nc(-c4c(C)nn(C)c4C)[nH]c23)cc1	15	0

As a short view, some entries already given:
SMILES	ASK1 inh	ULK1 primary
O=C1CCCN1CCn1cnc2c(Nc3ccccc3)nc(Nc3nccc4ccccc34)nc21	-14	2
Cc1cnc(Nc2ccccc2)nc1NCCOc1ccccc1	3	15

Following part:
SMILES	ASK1 inh	ULK1 primary
Cc1cc(NC2CC2)nc(Nc2ccc3ncccc3c2)n1	7	-11
CNCCOc1cc(-c2cn[nH]c2)ccc1NC(=O)C1COc2ccc(F)cc2C1 (stereo unspecified)	-6	-1
NC1CCC(C(=O)Nc2ccc3cnccc3c2)CC1 (stereo unspecified)	-5&-11	1&14
c1ccc(CCNc2cc(-c3ccccn3)nc(-c3ccncc3)n2)cc1	·	-3
c1ccc(CCNc2nccc(Nc3ccncn3)n2)cc1	1	36
Fc1cccc(CCNc2nccc(Nc3ccncn3)n2)c1	7	24
c1ccc(CNc2nc(N3CCC(N4CCOCC4)CC3)nc3c2ncn3-c2ccccc2)cc1	14	1
CCNc1nc2ccc(C(=O)NCCN(C(C)C)C(C)C)cc2s1	-10	1
CCN(CC)C(=O)C1CCCN(c2cc(NC3CCN(Cc4ccccc4)CC3)ncn2)C1 (stereo unspecified)	-5	3
COc1cc(Nc2ncc(C(=O)NCCN(C(C)C)C(C)C)s2)cc(OC)c1OC	-6	2
Cc1nn(C)c(C)c1-c1cc(Nc2ccc(N3CCOCC3)cc2)nc(N)n1	10	1
O=C(NCc1nc2ccncc2[nH]1)c1cccs1	-5	-5
Cc1cnc(-c2c(C)noc2C)nc1Nc1ccccc1	-4	22
O=C(c1c[nH]c2cc(-c3cn[nH]c3)ccc12)N1CCC(c2ccccc2)C1 (stereo unspecified)	-3	-31
Nc1nc(Nc2ccc(C(F)(F)F)cc2)nc2c1ncn2C1CCCCC1	6	-7
COc1cc(NC(=O)C2COc3ccccc3C2)ccc1-c1cn[nH]c1 (stereo unspecified)	0	-27
O=C(Nc1ccc(N2CCOCC2)cc1)c1ccc2nc(N3CCCC3CO)sc2c1 (stereo unspecified)	-4	-3
c1cnc(Nc2nccc(Nc3ccc(N4CCOCC4)cc3)n2)cn1	-5	3
CC(C)[N+](C)(CCOC(=O)C1c2ccccc2Oc2ccccc21)C(C)C	·	-2
C=C[C@@]1(C)CC(=O)[C@]2(O)[C@@]3(C)[C@@H](O)CCC(C)(C)[C@@H]3[C@H](OC(=O)CCN(C)C)[C@H](OC(C)=O)[C@@]2(C)O1	·	10
CCN1CCN(c2c(Cl)cccc2NS(=O)(=O)c2ccc(Br)cc2)CC1	-1	7
CCCNc1nc(-c2ccc(N3CCOCC3)nc2)nc2c1ncn2C(C)C	2	3
CC(=O)Nc1ccc(NC(=O)/C(=C/c2ccc([N+](=O)[O-])cc2)NC(=O)c2ccccc2)cc1	·	-4
O=C(Nc1ccc(N2CCOCC2)cc1)c1cncc(Nc2ccncc2)c1	-28	66*
Cc1noc(C)c1-c1cc(C(=O)NCCN(C(C)C)C(C)C)ccn1	-4	-7
COc1cc(Nc2nc(Cl)nc3c2ncn3-c2ccsc2)cc(OC)c1OC	0	-27
COC1C(OC(C)=O)CC(=O)OC(C)CC2OC2/C=C/C(=O)C(C)CC(CC=O)C1OC1OC(C)C(OC2CC(C)(O)C(OC(=O)CC(C)C)C(C)O2)C(N(C)C)C1O (stereo unspecified)	·	3
Cc1cc(Nc2ccc(Oc3ccccc3)cc2)nc(Nc2ccccn2)n1	12	-31
COc1cc(NC(=O)c2cc(N3CCc4ccccc4C3)nc3ccccc23)cc(OC)c1OC	-2	8
COc1ccc2nc(Cl)c(CN3CCOc4ccc(-c5ccncc5)cc43)cc2c1	12	3

3 compounds already listed, arranged by the number in ASK1 inh, descending.
SMILES	ASK1 inh	ULK1 primary
COc1ccc2nc(Cl)c(CN3CCOc4ccc(-c5ccncc5)cc43)cc2c1	12	3
CCCNc1nc(-c2ccc(N3CCOCC3)nc2)nc2c1ncn2C(C)C	2	3
CCN1CCN(c2c(Cl)cccc2NS(=O)(=O)c2ccc(Br)cc2)CC1	-1	7
